Compound activity as filed in PubChem.
BRCT PPI red = qHTS Assay for Inhibitors of BRCT-Phosphoprotein Interaction (Red Fluorophore) | Potency, µM (top dose mostly 76.9 µM), without a hit: top-dose activity change, negative = inhibition, usual class: inhibitors | BRCT-phosphopeptide binding, red fluorescence polarization | 0.03% of 75,000 active; also: % is scaled to controls: 0 for no effect and ±100 for the full control effect
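Rhodamine-labelled pBACH1 10-mer (100 nM) bound to BRCT domain (100 nM) at pH 7.3; compounds incubated 12 min room temperature, polarization read. Free peptide defines full inhibition; unlabelled decapeptide titrated as control.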
CRE Fsk mod = Cell signaling CRE-BLA (Fsk stim). CHO CRE-bla reporter (cAMP response element driving beta-lactamase), forskolin EC10, beta-lactamase ratio. Potency, µM (highest dose often 38.2 µM), for inactives: at the highest dose activity change, negative = inhibition, usual class: activators. 2.5% of 71,000 active; active = well fitted activation curve with a large enough effect in the signal ratio, with a control signal flat, not every such curve was filed as active; inconclusive = small, poorly fitted or top-dose-only effect, or effect the other way, or a change in a side signal; the % refers to the signal ratio; also: potency is read from the fitted curve at half-maximal effect; % of control where 0% means no effect
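Modulation of forskolin-driven signalling is measured in CHO cells carrying a CRE-controlled beta-lactamase reporter. Cells are stimulated with EC10 NKH 477 in the presence of titrated compound for 3 h at 37 °C, then loaded with CCF4 for 2 h at room temperature.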
15-hLO inh = qHTS Assay for Inhibitors of 15-hLO (15-human lipoxygenase); Polyunsaturated fatty acid lipoxygenase ALOX15 (Homo sapiens), P16050; purified 15hLO-1, xylenol orange hydroperoxide absorbance; Potency, µM (doses to about 57.1 µM), without a hit: at the top dose activity change, negative = inhibition, actives largely listed as inhibitors; 1.4% of 74,000 active; also: potency is read from the fitted curve at half-maximal effect; % is scaled to controls: 0 for no effect and ±100 for the full control effect; nearly all actives have a fitted effect of over 55% in size
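Hydroperoxide formed from arachidonic acid (50 uM) by purified human 15hLO-1 (40 nM) oxidizes ferrous iron, and the ferric-xylenol orange complex is read at 573 versus 405 nm. Compounds were preincubated 15 min; reaction ran 6 min at room temperature.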
HADH2 inhib = qHTS Assay for Inhibitors of HADH2 (Hydroxyacyl-Coenzyme A Dehydrogenase, Type II) | 3-hydroxyacyl-CoA dehydrogenase type-2 (Homo sapiens), Q99714 | AID 886, 2007 | 3.4% of 73,000 active | recombinant HADH2, NADH fluorescence, beta-hydroxybutyryl-CoA | Potency, µM (doses to about 57.1 µM), inactives show at the top dose activity change, negative = inhibition, hits mostly inhibitors; also: potency is read from the fitted curve at half-maximal effect; % is scaled to controls: 0 for no effect and ±100 for the full control effect; nearly all actives have a fitted effect of over 60% in size; many of its hits are not listed in these tables
Target sequence (Q99714 whole entry, looked up, one chain of several): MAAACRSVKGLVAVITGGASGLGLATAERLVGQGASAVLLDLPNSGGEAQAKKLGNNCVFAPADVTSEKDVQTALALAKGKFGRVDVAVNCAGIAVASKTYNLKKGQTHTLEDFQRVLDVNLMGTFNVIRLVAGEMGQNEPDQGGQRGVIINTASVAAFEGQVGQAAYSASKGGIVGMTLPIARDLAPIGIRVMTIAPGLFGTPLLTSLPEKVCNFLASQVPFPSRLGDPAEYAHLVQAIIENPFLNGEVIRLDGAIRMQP
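Activity measured as NADH fluorescence gain (360/450 nm), taken as the change between first and last reads of a 4-min kinetic run. Conditions: pH 9.0 Tris buffer, 20 nM E. coli-expressed His-tagged enzyme, 1 mM NAD+, 90 uM beta-hydroxybutyryl-CoA; 15-min compound preincubation.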
Hsp90 Hop PPI = qHTS Assay for Disrupters of an Hsp90 Co-Chaperone Interaction. Hsp90 C-terminal peptide / TPR2A (Hop) interaction, human. AlphaScreen TPR2A-His6 binding biotin-Hsp90 C-terminal peptide. Potency, µM (titrated, usually from 57 µM), inactives show at the top dose activity change, negative = inhibition. 0.44% of 71,000 active. AID 595, 2007; active = well fitted curve in either direction with a large enough effect; inconclusive = small, poorly fitted or top-dose-only effect, or another doubt; also: potency is read from the fitted curve at half-maximal effect; % is scaled to controls: 0 for no effect and ±100 for the full control effect; many of its hits are not listed in these tables
DNA Pol III inh = qHTS Assay for Inhibitors of DNA Polymerase III Holoenzyme System | reconstituted DNA polymerase III holoenzyme replication, biochemical | AID 603, 2007 | 0.25% of 71,000 active | Potency, µM (top dose mostly 57.1 µM), for the others: top-dose activity change, negative = inhibition; also: potency is read from the fitted curve at half-maximal effect; % is scaled to controls: 0 for no effect and ±100 for the full control effect
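Reconstituted *E. coli* holoenzyme (0.35 nM Pol III, 1 nM beta, 154 nM SSB, 2 nM primase) was preincubated with compound for 15 min at RT. Synthesis on 1.4 nM ssM13Gori ran 35 min, then was stopped with PicoGreen/EDTA and read as dsDNA fluorescence.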
Ub-GFP proteasome = Ubiquitin-GFP Assay; Ubiquitin-GFP reporter cells, proteasome inhibition, GFP fluorescence; response scale: untreated = 0%, 10 µM MG-132 = 100%; Potency, µM (doses to about 45.9 µM), for inactives: top-dose activation (GFP accumulation), actives largely listed as activators; 67,000 tested, under 10 active; active = well fitted activation curve with a large enough effect, not every such curve was filed as active; inconclusive = small, poorly fitted or top-dose-only effect, or another doubt; inactive = no such curve, though single readings can be large or run the other way; also: potency is read from the fitted curve at half-maximal effect
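Proteasome block read as GFP accumulation: ubiquitin(G76V)-GFP U2OS cells exposed to compound (2.9 nM–46 uM) for 4 hr at 37 C. Normalization used untreated cells as 0% and 10 uM MG-132 as 100%; concentration-response curves fitted.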
BRCT PPI green = qHTS Assay for Inhibitors of BRCT-Phosphoprotein Interaction (Green Fluorophore). 0.05% of 75,000 active. AID 875, 2007. Potency, µM (top dose mostly 76.9 µM), without a hit: at the top dose activity change, negative = inhibition, hits mostly inhibitors. Breast cancer type 1 susceptibility protein (Homo sapiens), P38398. BRCA1 BRCT-phosphopeptide binding, green fluorescence polarization;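 also: potency is read from the fitted curve at half-maximal effect; plate controls were peptide without protein for full effect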
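Fluorescence polarization: His-tagged BRCT (~35 kDa BRCA1 C-terminus, 250 nM) bound to 100 nM fluorescein-labeled phosphorylated 10-aa BACH1 peptide, pH 7.3 phosphate buffer with DTT and Tween 20. Compounds incubated 12 min at room temperature; inhibition read as lowered polarization.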
USP2a inhib = qHTS Assay for Inhibitors of Ubiquitin-specific Protease USP2a; Ubiquitin carboxyl-terminal hydrolase 2 (Homo sapiens), O75604; USP2a enzymatic assay, qHTS inhibition; Potency, µM (titrated, usually from 38.3 µM), inactives show at the highest dose activity change, negative = inhibition, most hits filed as inhibitors; 0.1% of 60,000 active; AID 927, 2007;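 also: potency is read from the fitted curve at half-maximal effect; nearly all actives have a fitted effect of over 60% in size; plate controls were DMSO for no effect and NEM full inhibition control for full effect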
Target sequence (O75604 whole entry, looked up): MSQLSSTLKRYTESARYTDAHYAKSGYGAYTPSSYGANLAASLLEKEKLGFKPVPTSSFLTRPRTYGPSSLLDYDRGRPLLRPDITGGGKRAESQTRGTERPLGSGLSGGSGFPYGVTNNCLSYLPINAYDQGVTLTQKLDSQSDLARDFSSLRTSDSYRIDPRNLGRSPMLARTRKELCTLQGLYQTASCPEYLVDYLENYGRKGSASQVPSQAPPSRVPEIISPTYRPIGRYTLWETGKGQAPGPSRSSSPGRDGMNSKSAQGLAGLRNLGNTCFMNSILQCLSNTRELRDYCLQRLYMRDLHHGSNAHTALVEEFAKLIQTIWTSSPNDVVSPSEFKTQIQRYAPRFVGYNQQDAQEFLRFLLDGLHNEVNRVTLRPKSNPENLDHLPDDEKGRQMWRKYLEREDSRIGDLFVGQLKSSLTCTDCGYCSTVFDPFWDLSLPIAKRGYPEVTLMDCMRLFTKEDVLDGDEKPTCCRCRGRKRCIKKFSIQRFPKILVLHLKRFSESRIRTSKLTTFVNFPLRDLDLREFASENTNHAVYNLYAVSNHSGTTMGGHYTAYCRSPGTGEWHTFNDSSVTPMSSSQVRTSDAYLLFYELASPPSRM
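USP2 core (20nM final) preincubated 30 min RT with compound, then Ub-PLA2 20nM and NBD C6-HPC 20uM final added; buffer 20mM Tris-HCl pH 8.0, 2mM CaCl2. Fluorescence Ex 460/Em 535 read at 0 and 2.5 h; normalized to NEM.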
HBB splice mod = qHTS Assay for Modulators of Hemoglobin Beta Chain Splicing; HBB splicing reporter cell assay, activation; EGFP reporter with mutant IVS2-654 intron; response scale: normalised to 500 nM splice-correcting PNA; Potency, µM (doses to about 46.1 µM), inactives show top-dose activation, hits mostly activators; 0.06% of 65,000 active; AID 925, 2007; also: potency is read from the fitted curve at half-maximal effect; 0% is about no effect
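HeLa cells stably expressing EGFP interrupted by mutant beta-globin intron 2 (IVS2-654), 500/well in 2% FCS. Treated with compound for 2 days at 37C. Splicing correction scored as total well GFP intensity (488 nm excitation, 500-520 nm emission); 500 nM antisense PNA served as control.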
GFP derepression = qHTS Assay for Epigenetic Modulators; Potency, µM (titrated, usually from 46.1 µM), for inactives: at the highest dose GFP derepression (activation); AID 597, 2007; 0.09% of 68,000 active; mouse C127i GFP locus derepression, cytometry, 30 h; also: % of control where 0% means no effect
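Locus derepression in mouse mammary C127i cells whose integrated CMV-GFP reporter is normally silent; GFP expression after 30 h compound treatment was quantified by counting fluorescent cells.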
Active calls of the source: *; ? = inconclusive; . = no result given; [ ] = remark or other dose. Unless noted, calls follow the shape of the dose curve; as a rule, active = well fitted curve in the direction sought with a large enough effect; inconclusive = small, poorly fitted or top-dose-only effect, or another doubt; inactive = no such curve, though single readings can be large; an effect the other way counts as inactive or inconclusive. A portion of the library; rates above refer to the full screens.

SMILES	BRCT PPI red	CRE Fsk mod	15-hLO inh	HADH2 inhib	Hsp90 Hop PPI	DNA Pol III inh	Ub-GFP proteasome	BRCT PPI green	USP2a inhib	HBB splice mod	GFP derepression
COc1ccc(-c2ccccc2C2NC(C(=O)O)CCC2C)cc1 (configuration not stated)	-3.4%[15.4 µM]	.	7.5%[11.4 µM]	-1.7%[11.4 µM]	.	.	.	-1.1%[15.4 µM]	.	3.4%[9.22 µM]	.
CCCCC1CCC(C(=O)Nc2c(C)n(C)n(-c3ccccc3)c2=O)CC1 (configuration not stated)	-0.7%	2.8%	3.7%	5.7%	3.8%	8.6%	4.7%	-1.9%	2.6%	-1.4%	2.1%
COc1ccc(CN2CCCCC2C)c(C)c1C (configuration not stated)	1.3%	-12.5%	4.5%	-3.1%	0.7%	-4.8%	-12.5%	-1.1%	-0.6%	-5.6%	-4.5%
O=C(NC1CC1)c1ccc(S(=O)(=O)NCC2CCCCC2)cc1	0.3%	3.3%	-3.0%	11.2%	-2.2%	-6.3%	-3.7%	0.0%	4.6%	.	0.7%
CN1CCN(C(=O)c2cc3c(n(-c4ccccc4)c2=O)CC(C)(C)CC3=O)CC1	1.1%	-1.8%	12.3%	-2.6%	-2.1%	-5.3%	-2.1%	-0.6%	-7.3%	-2.4%	1.2%
CN(C)C(=O)c1ccc(-c2cncnc2-n2ccnc2)cc1	2.3%	-4.6%	?	?	-3.1%	-5.2%	-5.8%	-0.8%	-12.3%	0.1%	5.1%[9.22 µM]
CCCC(c1nnnn1C(C)(C)CC)N1CCN(C2CCCC2)CC1 (configuration not stated)	-1.6%	-6.2%	4.4%	-19.7%	1.5%	4.2%	-1.7%	-1.1%	1.4%	-1.0%	-2.4%
CNC(=O)CN1C(=O)C2C3C=CC(C3)C2C1=O (configuration not stated)	0.9%	11.8%	14.1%	-5.0%	4.3%	-2.7%	-12.0%	-2.9%	-6.3%	-2.2%	0.0%
CCC[C@H]1C[C@H](C(=O)N[C@@H]([C@H]2O[C@@H](SC)[C@@H](O)[C@@H](O)[C@@H]2O)[C@H](C)Cl)N(C)C1	0.6%[34.4 µM]	5.2%[17.1 µM]	4.7%[25.6 µM]	0.9%[25.6 µM]	-3.0%[26 µM]	-7.5%[25.6 µM]	-5.6%[20.5 µM]	-1.6%[34.4 µM]	0.4%[17.1 µM]	0.1%[20.6 µM]	1.1%[20.6 µM]
C=CCn1c(SCC(=O)O)nnc1-c1cccc(Cl)c1	-0.6%	-6.7%	-6.0%	-7.5%	0.9%	2.1%	18.1%	0.8%	-2.7%	-1.2%[1.84 µM]	2.0%
COc1cccc(-c2cc(NCCc3c[nH]c4ccc(OC)cc34)ncn2)c1	-0.2%	?	?	-13.0%	?	12.1%	-1.8%	-1.0%	144.6%[activator]	-0.6%	5.1%[9.22 µM]
Cc1cccc(C(=O)Nc2ccc(CC(=O)O)cc2)c1	-2.2%	-5.4%	3.9%	5.6%	-1.4%	-1.1%	-2.5%	-3.3%	3.0%	-0.5%	8.0%
CCC(=O)N1CCN(c2cc(C)ccc2C)CC1	-0.2%	-0.1%	-1.0%	10.1%	-2.6%	2.1%	-4.9%	1.5%	-0.1%	-1.6%	-5.6%
Cc1ccc2nc(NC(=O)Cn3cc4c(n3)CCCCC4)sc2c1	1.1%	14.6%	-10.3%	8.0%	-2.2%	5.5%	-1.6%	1.0%	.	-0.4%	-3.4%
CCc1nnc(NC(=O)CSc2nc3c(c(=O)n2C)SC(C)C3)s1 (configuration not stated)	-0.4%	3.16µM*	-4.6%	24.9%	-3.6%	-5.5%	-10.1%	-0.6%	.	-0.8%	.
CCOC(=O)C1CCCN(C(=O)c2cnn3c(C(F)F)cc(-c4ccc(C)cc4)nc23)C1 (configuration not stated)	-1.8%	?	-5.1%	-0.2%	11.2%	-1.0%	-2.2%	1.4%	22.6%	0.2%	1.6%
Cc1cccc(-n2ncc3c(Nc4c(C)n(C)n(-c5ccccc5)c4=O)ncnc32)c1	-1.2%	-1.8%	1.4%	4.5%	-1.0%	-1.0%	-13.1%	-0.6%	-2.6%	-0.7%	2.3%
CCc1nnc(NC(=O)c2nc3nccc(C)n3n2)s1	-3.8%	-7.5%	12.3%	-8.7%	-0.7%	-6.0%	-3.8%	-4.1%	-6.1%	-6.6%	-3.5%
CCn1c(SCC(=O)Nc2cccc(NC(=O)c3ccco3)c2)nnc1-c1cccs1	0.9%	-1.0%	-16.9%	15.9%	-6.6%	-1.1%	0.0%	-1.6%	41.8%[activator]	.	-4.4%
CC(C)C(OC(=O)c1ccco1)C(=O)NCc1ccccc1 (configuration not stated)	-0.4%	?	-2.7%	0.7%	2.9%	3.0%	0.9%	0.8%	11.6%	-0.3%[57.5 µM]	0.0%
COCC(C)NC(=O)c1ccccc1OC(C)=O (configuration not stated)	-0.3%	-19.8%	5.5%	7.6%	-3.0%	-6.3%	12.9%	-1.3%	1.1%	-0.3%	0.0%
CCCCOc1ccc(NC(=O)c2cnc(C)cn2)cc1	0.5%	-1.5%	-2.1%	4.3%	0.6%	-4.1%	-0.2%	-2.6%	5.2%	.	-3.4%
COc1ccc(Nc2nc(C)cc(C)c2C#N)cc1	0.7%	3.6%	-0.7%	?	2.6%	-4.9%	-3.6%	-2.2%	4.8%	2.1%	0.0%
N#Cc1c(NC(=O)CSc2ncnc3sccc23)oc(-c2ccco2)c1-c1ccco1	-1.0%	?	?	15.8µM*	-8.9%	-6.3%	0.9%	6.0%	-0.3%	1.7%	2.9%
CC1(C)CC(=O)c2cc(C(=O)N3CCN(CCO)CC3)c(=O)n(-c3ccc(Cl)cc3)c2C1	-1.7%	?	12.5%[11.4 µM]	8.5%[11.4 µM]	?	5.8%[11.4 µM]	-2.0%[9.17 µM]	-1.0%	4.5%[7.66 µM]	0.5%[0.0738 µM]	-1.5%
CCN(CCNS(=O)(=O)c1ccc2[nH]c(=O)sc2c1)c1ccccc1	-0.8%	-6.6%	-7.9%	-5.0%	-4.1%	-6.5%	-12.2%	-0.2%	.	0.4%	.
COC(=O)c1ccc2c(c1)S(=O)(=O)NC(=NCCCN1CCOCC1)S2	-0.6%	0.3%	10.1%	30.6%[activator]	-1.1%	-1.2%	-2.3%	-2.2%	-6.3%	-6.2%	-1.2%
CN(C)c1[nH]c(=O)c(C#N)c2c1CCN2Cc1ccccc1	1.5%	?	?	?	-6.2%	-7.3%	.	-8.4%	9.3%	4.7%[0.369 µM]	0.0%
CCN(CC)C(=O)N1CCC(NC(=O)Cc2ccccc2)CC1	-1.8%	-4.4%	4.0%	22.8%	?	2.4%	-0.2%	-1.4%	6.8%	.	1.0%
COc1ccc(CCn2c(C)cc(C(=O)CSc3nnnn3C)c2C)cc1	0.4%	-0.2%	4.8%	6.0%	-1.5%	4.3%	-4.0%	-0.9%	8.4%	-0.1%[57.5 µM]	-2.5%
N=c1c(S(=O)(=O)c2ccccc2)cc2c(=O)n3ccccc3nc2n1CC1CCCO1 (configuration not stated)	-1.7%	?	-15.9%	29.5%	1.9%	-4.4%	13.0%	0.5%	17.6%	.	2.4%
Cc1ccc2oc3c(c(=O)c2c1)C(c1cccc(O)c1)N(c1ccccn1)C3=O (configuration not stated)	-2.0%	16.4%	-11.2%	7.0%	-6.9%	5.9%	0.0%	-1.2%	.	-0.5%	-3.4%
